MgcRacGAP inhibition – MgcRacGAP GTPase-activating activity inhibitors, confirmation, biochemical, ADP Hunter fluorescence; MgcRacGAP-stimulated Rac1 GTP hydrolysis, ADP Hunter fluorescence; higher % means a stronger effect; GST-tagged Rac1 F28L mutant substrate; one-dose inhibition, % at 30 µM; IC50 in µM for titrated hits; 0.6% of 340,000 active;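 active = first-screen hits whose inhibition reached a set limit at any dose in the follow-up dose series; inconclusive = inhibition above the set first-screen limit but never retested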;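 note: fluorescence reports GDP produced by GAP-driven GTP hydrolysis; strong numbers were not always called active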
ER stress rescue – rescue of cells from ER stress-induced death, primary screen, 384-well, CSM14.1, thapsigargin, ATP luminescence (AID 1222). CSM14.1 thapsigargin-induced death rescue, ATP luminescence; higher % means a stronger effect. one-dose cellular ATP content (survival), % at 20 µM; EC50 in µM for titrated hits. 190,000 tested, under 10 active;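 active = EC50 below 50 µM in the dose-response confirmation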;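 note: death triggered by thapsigargin at about 15 µM added after 2 h compound pretreatment; cell ATP read after overnight thapsigargin exposure of roughly 18 to 22 hours; normalized against plate controls of thapsigargin alone and 5% DMSO vehicle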
LYP inhibition – inhibitors of LYP phosphatase, biochemical, fluorescence intensity, uHTS (AID 1779); one-dose inhibition, % at 11.5 µM; IC50 in µM for titrated hits; recombinant LYP phosphatase, fluorescence intensity; higher % means a stronger effect; 0.054% of 290,000 active; in the data active = inhibition above about 50%;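 note: plate controls were vehicle with enzyme for no effect and no enzyme for full effect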
West Nile virus CPE – West Nile virus antiviral activity, cell-based, CPE readout (AID 1621); West Nile virus-infected cells, CPE inhibition; higher % means a stronger effect; one-dose CPE inhibition, % at 10 µM; IC50 in µM for titrated hits; 0.02% of 290,000 active; in the data active = a potency from the dose series; inconclusive = CPE inhibition mostly from about 3.7% at the one dose, without a potency; inactive = the rest, 99 in 100 with CPE inhibition below about 2.2%; note: strong numbers were not always called active
PhoP inhibition – inhibitors of PhoP regulon expression, primary screen, Salmonella Typhimurium, GFP reporter (AID 1863) | S. Typhimurium PhoP-regulated promoter GFP reporter, 4 h; higher % means a stronger effect | one-dose inhibition, % at 50 µM; IC50 in µM for titrated hits | 0.16% of 300,000 active;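 active = inhibition over 29.93%, a cutoff 3 SD above the screen mean, later confirmed by dose response; inconclusive = inhibition over 29.93% but no dose response follow-up; inactive = inhibition at most 29.93% or unconfirmed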;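 note: 0% = low Mg2+ inducing control and 100% = high Mg2+ repressing control; strong numbers were not always called active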
RSV CPE inhibition – RSV antiviral activity via CPE protection, HEp-2 cells, primary 10 µM value included (AID 2391) | CPE inhibition, % at 10 µM, or IC50 in µM where a hit was titrated | 0.13% of 310,000 active | HEp-2 cells, RSV-induced CPE inhibition; higher % means a stronger effect; in the data active = a potency from the dose series; inconclusive = CPE inhibition mostly from about 23% at the one dose, without a potency; inactive = the rest, 99 in 100 with CPE inhibition below about 21%; note: strong numbers were not always called active
NS5 inhibitors – Dengue-2 NS5 methyltransferase inhibitors, primary screen, biochemical, confirmation dose response (AID 588689) | one-dose inhibition, % at 25 µM; IC50 in µM for titrated hits | Dengue-2 NS5 methyltransferase capping enzyme assay, biochemical; higher % means a stronger effect | 0.3% of 340,000 active; in the data active = a potency from the dose series; inconclusive = inhibition above about 29% without an active follow-up result
GPR35 antagonists – inhibition of zaprinast-stimulated GPR35 beta-arrestin translocation – imaging, U2OS, beta-arrestin-GFP, zaprinast agonist, primary screen (AID 2058); U2OS GPR35 beta-arrestin-GFP translocation imaging, zaprinast antagonism; higher % means a stronger effect; one-dose inhibition, % at 10 µM; IC50 in µM for titrated hits; 0.052% of 290,000 active;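 active = inhibition of at least 50% with at least 30 cells and total cytoplasm GFP at most 10,000,000; inconclusive = under 30 cells or total GFP of 10,000,000 plus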
Large T inhibition – TAg ATPase/helicase activity blockers – biochemical (AID 1903); SV40 large T antigen ATPase/helicase inhibition assay; higher % means a stronger effect; inhibition, % at 20 µM; hits with a dose series show IC50 in µM; 0.39% of 310,000 active; in the data active = a potency from the dose series; inconclusive = inhibition mostly from about 32% at the one dose, without a potency; inactive = the rest, 99 in 100 with inhibition below about 32%; note: strong numbers were not always called active
NS5 inhibitors pilot replicate – further read-out of NS5 inhibitors, marked with its call; inhibition, %; measured here: pilot screen replicate inhibition
* = called active by the depositor; ? = inconclusive; · = no result given.

SMILES | MgcRacGAP inhibition | ER stress rescue | LYP inhibition | West Nile virus CPE | PhoP inhibition | RSV CPE inhibition | NS5 inhibitors | GPR35 antagonists | Large T inhibition | others
Cn1c(SCC(=O)NCC2CCCO2)nnc1-c1ccc(S(=O)(=O)N2CCCC2)cc1 (stereo not drawn) | -1% | -0.9% | -4% | -0.2% | -6% | 2.6% | -6% | 31% | -4%
O=C(N/N=C/c1cccnc1)NC12CC3CC(CC(C3)C1)C2 | -1% | · | 7% | 1.0% | 0% | 2.6% | -3% | 7% | 12%
C=CC[n+]1c(-c2ccc(OCC)cc2)csc1NNC(=O)Nc1ccccc1 | 5% | -5.4% | 8% | 0.2% | -7% | 0.2% | -12% | -1% | 10%
O=C1NC(=Nc2ccc3ccccc3c2)S/C1=C/c1ccco1 | 25% | 0.3% | 0% | 0.0% | -2% | 0.8% | -5% | -16% | 14%
COc1cc(C)c(S(=O)(=O)NOCc2ccccc2)c(C)c1C | 11% | · | -8% | -1.0% | 8% | 11% | -1% | -4% | 0%
NS(=O)(=O)c1ccc(NC(=O)COC(=O)c2ccc(Cl)cc2[N+](=O)[O-])cc1 | 5% | · | -3% | 0.4% | -7% | -0.4% | -7% | 4% | 5%
Cc1cc(C(=O)N/N=C/c2ccc(OCc3ccccc3)cc2)c(C)o1 | 8% | 2.1% | 3% | -0.8% | 7% | 2.1% | -2% | -14% | 13%
Cc1cc(C)c2c(c1)-c1cc(C)nn1C(c1ccc3c(c1)OCO3)N2 (stereo not drawn) | 3% | -3.2% | -9% | -0.8% | 1% | 1.2% | -10% | 6% | 10% | NS5 inhibitors pilot replicate=-1.4
CC(C)(CO)Cc1cc(C(C)(C)C)c(O)c(C(C)(C)C)c1 | 1% | · | · | · | 1% | 3.7% | 6% | · | 12%
Cc1cccc(-n2[nH]c3c4c(ccc3c2=O)C(=O)c2ccccc2C4=O)c1 | -1% | -5.1% | 1% | 1.2% | 2% | 0.6% | -1% | -6% | 7%
C/C(=N\Nc1c(Cl)c(Cl)nc(C(=O)O)c1Cl)c1ccc(O)cc1 | 30% | · | -6% | 0.2% | 9% | 0.4% | -3% | 12% | 32%
CCn1ccc(C(=O)N2CCN(c3ncccn3)CC2)n1 | 5% | · | -7% | -0.1% | -2% | -0.1% | -5% | -2% | 61%
CSc1nc(-c2ccc(C)cc2)[nH]c1S(=O)(=O)c1ccccc1 | 4% | -1.0% | -3% | 0.0% | -3% | 3.4% | -1% | 6% | 10%
Cc1ccsc1/C=N/NC(=O)Cn1nc(C)c([N+](=O)[O-])c1C | 9% | · | 2% | 0.1% | -8% | 2.4% | 2% | -3% | 12%
COc1cccc(-c2noc(CCCC(=O)N3CCOCC3)n2)c1 | 4% | -0.1% | -6% | -0.7% | -11% | 3.1% | -3% | -16% | 4%
CC1=Nc2cc(C(=O)NCCCOC(C)C)ccc2Sc2ccccc21 | 8% | -1.0% | -2% | -0.7% | -4% | -1.3% | -13% | -8% | 15%
COc1ccc(N2CCN(CCNC(=O)c3ccc4c(c3)[nH]c(=S)n3c5ccccc5nc43)CC2)cc1 | 9% | -1.2% | -15% | -0.1% | -8% | -1.0% | -1% | 7% | 10%
CCOCCCNC(=O)C1CCN(S(=O)(=O)N2CCCCC2)CC1 | 2% | -1.6% | -8% | · | 0% | 1.1% | 4% | -14% | 1%
CC(C)Oc1ccc(C(=O)NCc2cccs2)cc1 | 1% | -1.8% | -8% | 0.2% | -3% | 5.4% | -2% | 10% | -2%
O=C(NCCCc1ccncc1)C1CCC(=O)N(Cc2cccc(C(F)(F)F)c2)C1 (stereo not drawn) | 4% | · | -9% | -0.9% | -4% | 0.0% | -9% | -9% | 14%
COc1ccc(NC(=O)C2CC(=O)N=C(N)S2)cc1 (stereo not drawn) | 5% | -0.1% | -3% | 0.1% | -2% | 1.5% | -11% | 0% | 22%
CCc1ccc(N2C(=O)c3ccc4c5c(ccc(c35)C2=O)CC4)cc1 | 7% | -1.5% | -4% | 0.5% | -5% | 0.0% | 1% | 3% | 1%
NC(=O)Cn1cc(C(=O)COc2ccccc2)c2ccccc21 | · | 0.4% | -3% | -0.2% | -3% | -0.5% | · | -7% | 4%
O=C(COC(=O)c1ccc(Cl)nc1)c1ccc2c(c1)OCCO2 | 2% | -2.3% | 1% | 0.1% | 4% | -0.5% | -15% | 2% | 9%
CC(C)(C)NC(=O)c1ccc(COc2ccc(Cl)cc2Cl)o1 | 10% | · | 4% | 1.1% | 1% | 7.0% | -5% | -1% | 17%
SMILES | MgcRacGAP inhibition | ER stress rescue | LYP inhibition | West Nile virus CPE | PhoP inhibition | RSV CPE inhibition | NS5 inhibitors | GPR35 antagonists | Large T inhibition | others
CCCNC(=O)c1ccc2c(c1)S(=O)(=O)c1ccccc1C2=O | 6% | · | -6% | 0.0% | -6% | 2.1% | 0% | 1% | 24%
CCC(C)c1ccc(NC(=O)COc2c(F)c(F)c(C(F)(F)F)c(F)c2F)cc1 (stereo not drawn) | 6% | -0.7% | 6% | -1.3% | 1% | 7.2% | -6% | -3% | 9%
COc1ccnc(-n2cccc2/C=N/O)c1C#N | 8% | 0.2% | -2% | -0.2% | -2% | 7.4% | -1% | -9% | 12%
Nc1ccc(C(=O)Nc2cccc3ncccc23)cc1 | 0% | · | -5% | -1.1% | -7% | 2.0% | -2% | 2% | 12%
CCOCCCNC(=O)C(NC(=O)CC1NC(=O)NC1=O)c1ccc(Cl)cc1 (stereo not drawn) | -4% | -2.2% | 0% | -0.2% | -8% | 0.0% | 0% | 3% | 0%
NNC(=O)Cn1c(-c2ccccc2)cc(=O)n2ncnc12 | 8% | · | -3% | -0.1% | -2% | · | 12% | 4% | 5%
CCOC(=O)C1=C(c2ccccc2)NC(=S)NC1c1cccc([N+](=O)[O-])c1 (stereo not drawn) | 0% | -0.8% | -5% | -1.0% | -9% | 1.5% | -1% | 5% | 4%
O=C1c2ccccc2-c2c1cccc2C(=O)N1CCN(C(=O)c2ccco2)CC1 | 0% | -0.5% | -6% | 0.4% | 6% | 1.0% | 6% | -10% | 12%
CC(C)CCn1c(=O)c2ccccc2n2c(=S)[nH]nc12 | ? | · | -1% | 0.3% | -3% | 3.4% | -7% | -2% | 15µM*
CC1(C)OC(=O)C(=CNC(CO)C(=O)O)C(=O)O1 (stereo not drawn) | -10% | -1.8% | -2% | -0.1% | 2% | -0.2% | · | -8% | -4%
Cc1cc(S(=O)(=O)NCCN2CCOCC2)c(C)s1 | 1% | -1.8% | 1% | 0.0% | 11% | 1.4% | -3% | -5% | 17%
COc1cc(C#N)c(NC(=S)N2CCOCC2)cc1OC | · | -1.4% | 3% | 0.2% | 0% | 0.8% | · | 3% | ?
COc1ccccc1NC(=O)C1CCCN1C(=O)NC1CCCCC1 (stereo not drawn) | 9% | · | -5% | -0.3% | 0% | 2.3% | -6% | 5% | 18%
CCN1CCN(CC(=O)Nc2cc(C)c(C)cc2[N+](=O)[O-])CC1 | 7% | -1.7% | -5% | -0.8% | 8% | -1.6% | 2% | 9% | -1%
CN1CC=C2C(C#N)=C(N)C(C#N)(C#N)[C@H](c3cccc(Cl)c3)C2C1 (stereo partly drawn) | 10% | 1.6% | -8% | 0.1% | -7% | 2.2% | ? | 101%* | 6%
C=CCOc1ccc(S(C)(=O)=O)cc1 | 5% | · | -7% | 0.1% | 0% | 0.3% | 1% | 1% | 3%
Cc1ccc(OCC(=O)N2CCc3ccccc3C2)c(C)c1 | 12% | · | 1% | -1.1% | -6% | ? | · | -22% | 7%
CCN(CCNC(=O)CS(=O)(=O)Cc1nc(-c2cccc(OC)c2)oc1C)c1ccccc1 | -3% | -1.2% | 4% | -0.6% | 4% | 10% | 6% | 4% | 5%
COc1ccc2cc(OCC(=O)NNC(=O)Nc3ccc(F)cc3)ccc2c1 | 65µM* | · | -10% | 0.4% | 4% | 0.6% | -1% | 10% | 10%
Cc1cccc(OCc2nnc(NC(=O)Cc3cccs3)s2)c1 | 8% | -1.7% | -2% | 1.5% | -8% | 15% | 1% | -2% | 5% | NS5 inhibitors pilot replicate=-4.6
CCCn1c(=C(C#N)C#N)s/c(=C2\C=Cc3ccccc3N2CC)c1=O | 5% | -0.6% | -6% | 0.0% | 0% | · | -2% | 4% | 8%
CCOc1ccc(-n2cnnn2)cc1S(=O)(=O)NCc1ccccc1 | 5% | -1.2% | 0% | 0.6% | -1% | 1.8% | 3% | 4% | -2%
O=C(CCCCC(=O)Nc1ccc(F)cc1F)Nc1ccc(F)cc1F | -3% | · | · | · | · | -1.6% | 5% | · | 5%
Cc1cc(C[n+]2cc(Cl)ccc2N)c2ncccc2c1 | 8% | · | -9% | -0.6% | 7% | 36µM* | -6% | 6% | 14%
CSCC[C@H](NC(=O)[C@H]1CC[C@H](CNC(=O)[C@@H](N)Cc2ccccc2)CC1)C(=O)O | 4% | · | -7% | -0.6% | 8% | 0.5% | 0% | 7% | -6%
SMILES | MgcRacGAP inhibition | ER stress rescue | LYP inhibition | West Nile virus CPE | PhoP inhibition | RSV CPE inhibition | NS5 inhibitors | GPR35 antagonists | Large T inhibition | others
Cc1cc(C)cc(N(C(=O)c2ccccn2)C(C(=O)NC2CCCCC2)c2ccncc2)c1 (stereo not drawn) | 6% | · | -8% | -0.5% | · | · | 3% | 0% | ·
Cc1ccc(S(=O)(=O)N2CCN(C(=O)CN3CCOCC3)C2C(C)C)cc1 (stereo not drawn) | 8% | -0.9% | -1% | -0.5% | 7% | -1.8% | 6% | 4% | 11% | NS5 inhibitors pilot replicate=-0.5
CCC(=O)c1ccc(OCC(=O)OCC(=O)Nc2c(C)n(C)n(-c3ccccc3)c2=O)cc1 | 10% | · | · | · | 3% | 0.5% | -2% | · | 12%
CCn1c(COc2ccc(OC)cc2)nnc1SCc1nc2ccccc2c(=O)[nH]1 | · | -1.6% | 6% | 0.0% | -2% | -1.1% | · | -2% | 8%
Cc1noc(C)c1N=Nc1ccc(Br)cc1C(=O)O | 4% | -6.4% | 2% | 0.4% | -5% | -0.4% | -2% | -15% | 13%
Cc1ccc(C(=O)Nc2sc3c(c2C#N)CCCCC3)cc1C | 5% | 23% | -1% | -0.5% | 7% | 2.8% | -7% | -7% | 6%

Reprinted from the listing, three compounds:
SMILES | MgcRacGAP inhibition | ER stress rescue | LYP inhibition | West Nile virus CPE | PhoP inhibition | RSV CPE inhibition | NS5 inhibitors | GPR35 antagonists | Large T inhibition | others
CCC(=O)c1ccc(OCC(=O)OCC(=O)Nc2c(C)n(C)n(-c3ccccc3)c2=O)cc1 | 10% | · | · | · | 3% | 0.5% | -2% | · | 12%
CCn1c(COc2ccc(OC)cc2)nnc1SCc1nc2ccccc2c(=O)[nH]1 | · | -1.6% | 6% | 0.0% | -2% | -1.1% | · | -2% | 8%
Cc1noc(C)c1N=Nc1ccc(Br)cc1C(=O)O | 4% | -6.4% | 2% | 0.4% | -5% | -0.4% | -2% | -15% | 13%
